Compound activity: PubChem, several laboratories
TAAR1 agonist: human TAAR1 agonism | Q96RJ0 | CHO RD-HGA16 TAAR1, Fluo-8 calcium fluorescence; vehicle wells 0%, saturating PEA agonist 100% | activation, % at 3 µM | hit rate 0.99% among 360,000 | AID 624467;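 active = activation above the mean activation of all test compounds in the run plus 3 SD, cut at about 38% in these data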
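Test system: RD-HGA16 (CHO) cells co-expressing Gα16 and hTAAR1 / Benchmarks: DMSO vehicle as 0%, PEA at EC100 as 100% / Repeats: no replicates (n 1) / Measure: % activation from peak over basal fluorescence ratio, DMSO-to-PEA scaled / Timing: 17-24 h plating, Fluo-8 75 min 37 °C, 30 min RT / Technique: kinetic Fluo-8 calcium fluorescence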
CHRM5 PAM: potentiates acetylcholine response at human M5 receptor. CHO-K1 hM5, Fluo-8 calcium, ACh EC20 PAM; 0% = ACh EC20, 100% = ACh EC100. activation, % at 3 µM. hit rate 0.3% among 360,000. AID 624038;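 active = activation above the run cutoff, the mean activation of all test compounds plus 3 SD, cut at about 18% in these data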
Target sequence (P08912 whole entry, looked up): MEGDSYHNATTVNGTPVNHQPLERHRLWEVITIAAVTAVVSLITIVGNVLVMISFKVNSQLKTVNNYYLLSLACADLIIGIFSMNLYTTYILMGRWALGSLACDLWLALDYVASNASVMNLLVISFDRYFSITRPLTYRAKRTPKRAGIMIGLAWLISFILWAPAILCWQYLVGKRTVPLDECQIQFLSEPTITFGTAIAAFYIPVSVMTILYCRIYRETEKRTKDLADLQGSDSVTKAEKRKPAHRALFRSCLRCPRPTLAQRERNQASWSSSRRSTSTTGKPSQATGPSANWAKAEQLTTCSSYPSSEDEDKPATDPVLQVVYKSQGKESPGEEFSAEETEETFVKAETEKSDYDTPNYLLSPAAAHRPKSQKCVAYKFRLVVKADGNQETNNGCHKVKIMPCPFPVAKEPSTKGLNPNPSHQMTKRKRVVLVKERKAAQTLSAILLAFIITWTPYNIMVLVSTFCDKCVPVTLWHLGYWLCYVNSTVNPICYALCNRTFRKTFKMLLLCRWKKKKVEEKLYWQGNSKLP
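Measured by: Fluo-8 calcium fluorescence; material: human M5 receptor in CHO-K1 cells; schedule: Post-acetylcholine fluorescence recording 140 s; benchmarks: low control EC20 acetylcholine (0%), high control EC100 acetylcholine (100%); read-out: Max/basal fluorescence ratio as % of EC20–EC100 ACh window; compound: single dose, 3 µM nominal final test concentration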
CHRM5 agonist: CHRM5 agonism in calcium assay | AID 624037 | hit rate 0.19% among 360,000 | CHO-K1 hM5 cells, Fluo-8 calcium fluorescence; 0% DMSO wells, 100% maximal acetylcholine response | P08912 | activation, % at 3 µM;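 active = activation above the run's mean over test compounds plus 3 SD, cut at about 23% in these data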;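 also: signal is peak over basal fluorescence ratio across the kinetic read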
M1 PAM parental: counter-screen for M1 PAMs: effect in parental CHO-K1 cells; hit rate 0.02% among 360,000; activation, % at 3 µM; ATP EC20, Fluo-8 calcium fluorescence; 0% at ATP EC20, 100% at ATP max;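 active = activation above the run cutoff, the mean activation of all test compounds plus 3 SD, cut at about 40% in these data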;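 also: peak over basal fluorescence ratio in a 140 s read after ATP addition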
TAAR1 antag: antagonists of human TAAR1. Q96RJ0. CHO RD-HGA16 TAAR1, Fluo-8 calcium fluorescence, antagonist. inhibition, % at 3 µM. hit rate 1.5% among 360,000. AID 624466;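 active = inhibition above a per-plate cutoff, the mean inhibition of test compounds on that plate plus 3 SD, cut at about 49% in these data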;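 also: 0% = DMSO plus EC80 beta-PEA response and 100% = DMSO alone without agonist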
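Assay system: RD-HGA16 CHO cells with stable hTAAR1 and Gα16 / Reagent: EC80 β-phenethylamine stimulus / Doses: 3 µM, single point / Timing: dye loading 75 min at 37 °C, then 30 min room temperature / Measured by: Fluo-8 intracellular calcium dye fluorescence, real-time kinetic reads / Controls: vehicle wells and EC80 agonist wells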
CHRM5 antagonist: CHRM5 antagonism in calcium assay; P08912; CHO-hM5 cells, Fluo-8 calcium fluorescence, ACh EC80; inhibition, % at 3 µM; hit rate 0.59% among 360,000;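 active = inhibition above a per-plate cutoff, the mean of that plate's test compounds plus 3 SD, cut at about 27% in these data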;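 also: 0% = acetylcholine EC80 with DMSO and 100% = DMSO without agonist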
CRFR2-BP antag: blocks CRF-induced signaling of the CRF-BP/CRF-R2 complex; HEK293 CRF-R2/CRF-BP, CRF-induced calcium fluorescence; inhibition, % at 11.8 µM; hit rate 0.59% among 350,000;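 active = inhibition of the ligand-induced calcium signal above about 50% at the single tested concentration, limit read from the data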
M4 PAM: positive allosteric modulators of human muscarinic M4 receptor; P08173; CHO-K1 hM4/Gqi5, Fluo-8 calcium fluorescence, ACh EC20; 0% = ACh EC20, 100% = maximal ACh; activation, % at 3 µM; hit rate 0.4% among 360,000;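 active = activation above its plate's cutoff, the mean activation of sample wells plus 3 SD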; also: some results filed as inactive read as strong as hits
Target sequence (P08173 whole entry, looked up): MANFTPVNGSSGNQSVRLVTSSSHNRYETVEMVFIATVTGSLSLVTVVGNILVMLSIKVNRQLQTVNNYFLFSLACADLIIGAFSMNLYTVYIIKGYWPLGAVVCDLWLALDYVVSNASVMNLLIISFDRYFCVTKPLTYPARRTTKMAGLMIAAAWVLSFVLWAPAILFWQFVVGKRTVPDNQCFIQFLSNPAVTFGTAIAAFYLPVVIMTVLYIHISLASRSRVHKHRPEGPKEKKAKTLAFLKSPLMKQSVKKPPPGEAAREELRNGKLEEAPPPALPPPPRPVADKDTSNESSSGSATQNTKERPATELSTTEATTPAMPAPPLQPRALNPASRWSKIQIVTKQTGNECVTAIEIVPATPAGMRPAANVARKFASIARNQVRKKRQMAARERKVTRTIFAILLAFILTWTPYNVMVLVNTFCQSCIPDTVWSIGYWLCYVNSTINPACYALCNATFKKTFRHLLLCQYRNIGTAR
CRFBP-R2 agonist: agonists of human CRF-binding protein/CRF-R2 receptor complex | HEK293 CRF-R2/CRF-BP, calcium dye fluorescence (FLIPR); percent of saturating CRF peptide response | activation, % at 13.2 µM | hit rate 0.46% among 350,000 | AID 588473;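 active = activation of at least 50%, plus an integration ratio under a set limit after plate pattern correction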;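 also: plate controls were neutral control wells without compound for no effect and CRF at EC100 for full effect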
Active calls of the source: *; . = not tested or not shown.

Values run as follows: TAAR1 agonist	CHRM5 PAM	CHRM5 agonist	M1 PAM parental	TAAR1 antag	CHRM5 antagonist	CRFR2-BP antag	M4 PAM	CRFBP-R2 agonist
> CC(=O)Nc1cccc(-c2nc3ccccc3s2)c1
    2.6	-7.8	-2.9	3.1	5.6	-1.2	5.3	-5.1	-0.2
> COc1ccc(C2=NOC(Cn3nc(-c4ccccc4)cc3C(=O)NCc3cccc(C(F)(F)F)c3)C2)cc1 (stereo not given)
    .	4.8	1.4	24.1	.	-2.3	0.8	4.8	4.0
> NC(=O)[C@H]1CC2(CC(c3cccc(NC(=O)[C@H]4CCC(=O)N4)c3)=NO2)CN1C(=O)c1ccccc1C(=O)c1ccccc1 (stereo not given in full)
    1.7	-2.6	2.7	-7.1	-11.4	15.9	-6.7	0.3	2.0
> CCN(CC(=O)Nc1ccc(OC)cc1)C(=O)CSCC(=O)Nc1cc(C)on1
    7.1	4.9	3.8	-17.9	-14.1	-9.7	9.2	11.6	-0.4
> CCN(CC)S(=O)(=O)c1ccc(/C=C/C(=O)Nc2ccc(F)cc2F)cc1
    2.2	-12.8	-0.3	19.4	9.3	13.3	-2.5	-11.6	1.6
> CN(C(=O)c1ccc(Oc2ccc([N+](=O)[O-])cc2)cc1)C1CCCCC1
    4.5	-3.1	0.7	-15.1	10.7	9.9	10.9	-5.0	-1.2
> CN(CC(=O)Nc1cccc(F)c1)C(=O)c1cc(S(=O)(=O)N2CCN(c3ccccc3)CC2)ccc1Cl
    8.3	-14.8	2.7	-9.9	45.2	13.6	2.1	3.7	0.3
> CSc1ccc(S(=O)(=O)NCCOc2ccccc2C)cc1
    13.2	-3.7	-0.3	12.4	3.6	-1.5	-10.8	-4.5	0.0
> Cc1cc(C)c(NC(=O)CSc2ccc(-c3cccnc3)nn2)c(C)c1
    5.7	1.5	3.6	17.6	-29.5	14.2	-8.9	-8.8	-5.9
> Cc1cccc(NC(=O)N2CCCC2C(=O)Nc2ccccc2)c1 (stereo not given)
    1.3	5.5	0.3	8.1	-17.6	-6.3	1.2	7.3	-2.1
> N#CCCN(C(=O)COC(=O)C1=NNC(=O)CC1)c1ccccc1
    -0.2	8.2	-0.1	-11.7	-3.3	-15.3	-3.6	-2.4	0.7
> CC(C)N1CC2(c3ccccc3)CN(C(C)C)CC(c3ccccc3)(C1)C2=O
    16.0	1.3	-1.7	1.5	9.1	-2.4	8.6	-1.8	-1.4
> O=C(NC1CCCCCC1)c1cc(S(=O)(=O)N2CCOCC2)ccc1F
    0.6	4.8	-3.6	7.8	-18.6	2.8	4.5	-0.1	-1.6
> O=C1CN(C(=O)COc2ccc(Br)cc2)c2ccccc2N1
    5.9	1.9	-4.6	12.9	11.3	3.6	17.0	-8.9	0.5
> CCOC(=O)C1(C)CCN1C(=O)c1cccs1 (stereo not given)
    0.3	6.4	3.2	2.2	3.8	15.1	.	1.4	.
> Cc1cccc(C)c1-n1nnnc1C(c1ccnc2ccccc12)N(CCN(C)C)Cc1ccccc1 (stereo not given)
    5.0	-2.7	-2.6	6.3	-9.8	5.7	.	-6.9	.
> NS(=O)(=O)c1ccc(N2N=C(c3ccccc3)CC2c2cccc(Cl)c2)cc1 (stereo not given)
    2.0	-5.0	-2.4	2.7	-15.2	-5.4	-0.8	1.8	8.1
> CCc1nnc(NC(=O)CSc2nc3c(cc2C#N)CCC3)s1
    12.4	4.2	-2.4	7.4	-9.3	-1.7	3.0	2.8	0.4
> Oc1cc(Cc2ccccc2)cnc1CN1CCCCC1
    0.4	7.2	-12.2	11.7	9.2	4.5	-4.8	1.0	1.8
> OCCNCc1cccc(OCc2ccc(Cl)cc2)c1
    6.7	2.8	-4.0	21.2	13.7	-20.6	-75.6	3.4	-0.6

Single values from the entries so far.
Reading for CSc1ccc(S(=O)(=O)NCCOc2ccccc2C)cc1 in CRFBP-R2 agonist: 0.0
Reading for NC(=O)[C@H]1CC2(CC(c3cccc(NC(=O)[C@H]4CCC(=O)N4)c3)=NO2)CN1C(=O)c1ccccc1C(=O)c1ccccc1 (stereo not given in full) in TAAR1 agonist: 1.7

Later entries
Molecule	TAAR1 agonist	CHRM5 PAM	CHRM5 agonist	M1 PAM parental	TAAR1 antag	CHRM5 antagonist	CRFR2-BP antag	M4 PAM	CRFBP-R2 agonist
O=C(CN(Cc1ccco1)C(=O)CNS(=O)(=O)c1ccc(Cl)cc1)NCc1ccco1	8.0	4.5	0.3	4.1	6.5	-7.4	-10.2	9.3	-1.9
O=[N+]([O-])c1cc([N+](=O)[O-])c(Oc2cncc(Cl)c2)cc1NC1CCCCCCC1	7.2	-1.3	1.9	13.2	6.6	10.5	-10.0	3.5	-0.1
Cc1ccc2nc(SCCCCOc3ccccc3)[nH]c2c1	.	-8.0	-1.0	-2.8	.	7.9	7.7	-9.8	2.9
Cc1ccc(OCC(=O)NC(=S)Nc2ccc(Br)cn2)cc1C	6.1	3.9	-0.7	26.5	-13.1	-1.0	-8.6	10.4	-0.4
CCN(CC)CCNC(=O)Cn1cnc2sc(C)c(S(=O)(=O)N3CCC(C)CC3)c2c1=O	7.3	4.5	-4.7	-18.8	-10.4	2.1	-6.8	-5.2	1.4
CC1CN(c2cc(-c3ccccc3)c3ccccc3n2)CC(C)O1 (stereo not given)	6.8	-3.1	-13.7	16.7	0.0	-3.6	-11.6	-2.2	2.6
CCC(C)C(NC(=O)C1CCC(=O)N1C(=O)OCc1ccccc1)C(=O)NC(C(=O)N1CCCC1C(N)=O)C(C)CC (stereo not given)	0.2	-1.2	-2.5	12.6	-5.5	5.7	2.3	9.4	0.9
CCCCCCN1CCN(C2CN(Cc3ccc(C)cc3)S(=O)(=O)C2)CC1 (stereo not given)	0.4	-9.2	-6.2	9.8	-22.1	17.0	.	-9.3	.

Continued:
Molecule	TAAR1 agonist	CHRM5 PAM	CHRM5 agonist	M1 PAM parental	TAAR1 antag	CHRM5 antagonist	CRFR2-BP antag	M4 PAM	CRFBP-R2 agonist
Cc1cc(C)nc(NC(=O)C(c2ccccc2)c2ccccc2)n1	5.9	2.7	1.6	-3.9	-21.4	-0.4	-12.8	5.1	0.1
O=C(Nc1nnc(-c2ccco2)o1)c1cccc(N2C(=O)CCC2=O)c1	0.5	6.0	2.5	17.3	-11.2	0.7	-2.2	7.1	2.1
O=C1[C@@H]2[C@H](C(=O)N1n1cnnc1)[C@H]1C=C[C@@H]2C1	4.4	-2.2	0.4	7.0	-0.9	3.1	-5.8	9.4	-0.4
O=C(CCc1nc2ccccc2c(=O)[nH]1)NCCN1C(=O)S/C(=C\c2ccc(OC(F)F)cc2)C1=O	26.4	2.0	2.0	11.8	19.6	-1.7	2.6	-1.2	-0.7
CCCCn1c(N)c(N(CCOC)C(=O)CCCc2nc3ccccc3s2)c(=O)[nH]c1=O	0.8	1.1	0.9	-13.6	2.2	-5.7	-0.5	0.0	2.7
O=C(Nc1ccccc1)OC1CCCCc2cccnc21 (stereo not given)	12.2	-10.9	-4.1	12.1	-34.5	18.1	5.3	-20.3	-3.3
CCCCN(C)C(=O)C1CCN(Cc2cccnc2)CC1	1.9	1.1	-7.4	-14.2	9.2	-4.5	0.3	-7.3	0.1
N#CCSc1n[nH]c2nc3c(c(=O)n12)C1(CCCC1)Cc1ccccc1-3	7.6	-9.4	5.5	5.0	0.7	2.6	-13.8	-3.5	0.1

Following part
Molecule	TAAR1 agonist	CHRM5 PAM	CHRM5 agonist	M1 PAM parental	TAAR1 antag	CHRM5 antagonist	CRFR2-BP antag	M4 PAM	CRFBP-R2 agonist
Oc1cc2c(cc1C(c1ccc(Br)cc1)N1CCCC1)OCO2 (stereo not given)	10.9	-2.9	2.0	7.9	12.8	-5.9	-10.8	-5.3	4.8
COc1cc(C(=O)NCCOC(=O)c2cccc(N(C)C)c2)cc(OC)c1OC	2.7	-6.5	0.8	-2.3	-5.1	8.2	-1.9	-5.8	-1.2
CC(=O)Nc1cc(C(C)(C)C)c(O)c(C(C)(C)C)c1	4.8	3.4	-1.8	4.9	-13.7	2.6	2.3	11.6	-0.8
COC(=O)CC(N)c1ccc(OC)c2ccccc12 (stereo not given)	13.9	3.4	0.8	-0.3	3.2	-4.6	-7.0	-0.2	0.4
COc1ccc(CCNC(=O)c2ccc3c(c2)S(=O)(=O)N=C2CCCCCN23)cc1	2.1	3.1	4.7	-3.1	0.7	-9.5	8.4	3.6	-0.8
O=C(CN1CCN(C(=O)c2ccco2)CC1)NCc1ccc(Cl)cc1	0.1	-1.7	-1.9	-26.9	-12.5	-4.2	6.2	3.7	-2.3
Cn1c(C(=O)O)ccc1S(=O)(=O)N1CCCCCC1	2.2	-4.6	-0.1	-18.0	-1.1	17.4	-15.3	-3.6	0.3

Rewritten as labelled records: entries from further up
COc1ccc(CCNC(=O)c2ccc3c(c2)S(=O)(=O)N=C2CCCCCN23)cc1
  TAAR1 agonist: 2.1; CHRM5 PAM: 3.1; CHRM5 agonist: 4.7; M1 PAM parental: -3.1; TAAR1 antag: 0.7; CHRM5 antagonist: -9.5; CRFR2-BP antag: 8.4; M4 PAM: 3.6; CRFBP-R2 agonist: -0.8

O=C(CN1CCN(C(=O)c2ccco2)CC1)NCc1ccc(Cl)cc1
  TAAR1 agonist: 0.1; CHRM5 PAM: -1.7; CHRM5 agonist: -1.9; M1 PAM parental: -26.9; TAAR1 antag: -12.5; CHRM5 antagonist: -4.2; CRFR2-BP antag: 6.2; M4 PAM: 3.7; CRFBP-R2 agonist: -2.3
